ALOX12 inhib = inhibitors of human 12-lipoxygenase (ALOX12). P18054. purified 12-hLO, xylenol orange hydroperoxide absorbance. Potency, µM (titrated, usually from 57.1 µM), without a hit: top-dose activity change, negative = inhibition, actives largely listed as inhibitors. actives 0.12% (n = 150,000). AID 1452; also: potency is read from the fitted curve at half-maximal effect; nearly all actives have a fitted effect of over 55% in size; many of its hits are not listed in these tables
Target sequence (P18054 whole entry, looked up): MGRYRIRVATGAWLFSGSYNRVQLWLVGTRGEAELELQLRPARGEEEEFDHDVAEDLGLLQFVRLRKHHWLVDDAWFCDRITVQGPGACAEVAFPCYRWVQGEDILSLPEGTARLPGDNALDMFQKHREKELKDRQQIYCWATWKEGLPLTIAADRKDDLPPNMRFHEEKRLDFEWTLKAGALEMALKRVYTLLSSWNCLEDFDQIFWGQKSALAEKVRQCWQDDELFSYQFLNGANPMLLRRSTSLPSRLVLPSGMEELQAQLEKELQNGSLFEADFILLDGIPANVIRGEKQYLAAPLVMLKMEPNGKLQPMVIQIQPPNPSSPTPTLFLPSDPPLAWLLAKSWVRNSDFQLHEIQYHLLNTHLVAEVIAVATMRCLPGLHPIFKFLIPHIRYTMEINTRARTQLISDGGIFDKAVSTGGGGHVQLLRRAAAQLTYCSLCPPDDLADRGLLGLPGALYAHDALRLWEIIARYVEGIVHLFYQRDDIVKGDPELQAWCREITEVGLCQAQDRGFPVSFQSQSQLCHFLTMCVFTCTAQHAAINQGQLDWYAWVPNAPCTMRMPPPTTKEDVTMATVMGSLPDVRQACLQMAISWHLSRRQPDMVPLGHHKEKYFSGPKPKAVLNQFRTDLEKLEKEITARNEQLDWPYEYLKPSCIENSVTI
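Hydroperoxide output read as Fe(III)-xylenol orange absorbance, 573-to-405 nm ratio, after 30 min reaction with 40 uM arachidonic acid. Enzyme: 150 nM purified human 12hLO, 15 min compound preincubation; 25 mM Hepes pH 7.0, room temperature.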
PNC inhibitor = inhibitors of perinucleolar compartment assembly. PC3M PTB-GFP, PNC prevalence imaging, 16 h; hits give low values. activity change (PNC), negative = inhibition, % at 10 µM. actives 3.1% (n = 140,000). AID 2417;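 active = readout at or below -70, meaning at least 70% loss of cells showing the perinucleolar compartment, a nuclear body marking cancer cells; inconclusive = readout between -30 and a set limit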;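 also: plate controls were DMSO wells for no effect and camptothecin positive control wells for full effect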
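PC3M cells stably expressing PTB-GFP, 750–1000 cells/well, treated 16 h at 37 °C with compound (23 nl of library stock), in duplicate. After paraformaldehyde fixation and Hoechst stain, imaged at 20x; PNC prevalence scored by image analysis.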
IMPase cell inh = IMPase inhibition in cells | inhibition (IP1 accumulation), % at 46.1 µM | 120,000 tested, under 10 active | CHO-M1 cells, IP1 accumulation, HTRF TR-FRET ratio | P97697; active = well fitted curve in the direction sought with a large enough effect in the signal ratio, not every such curve was filed as active; inconclusive = small, poorly fitted or top-dose-only effect, or a change in a side signal; inactive = no such curve, though single readings can be large or run the other way; the % refers to the signal ratio;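 also: cells stimulated with carbachol in lithium chloride buffer; plate controls were DMSO basal wells for no effect and reference inhibitor wells for full effect; higher means more IMPase inhibition seen as more IP1 and lower FRET ratio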
Target sequence (P97697 whole entry, looked up): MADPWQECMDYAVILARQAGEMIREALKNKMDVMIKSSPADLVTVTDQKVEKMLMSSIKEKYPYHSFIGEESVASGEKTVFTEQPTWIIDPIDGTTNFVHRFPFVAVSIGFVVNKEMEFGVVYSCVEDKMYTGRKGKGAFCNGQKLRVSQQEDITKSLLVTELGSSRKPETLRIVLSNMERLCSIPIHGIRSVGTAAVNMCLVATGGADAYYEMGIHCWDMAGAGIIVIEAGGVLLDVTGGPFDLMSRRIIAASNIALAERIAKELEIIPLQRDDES
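Cellular IMPase inhibition is scored as a rise in cytosolic IP1, detected by competitive TR-FRET between d2-labelled IP1 and a europium anti-IP1 antibody. M1-expressing CHO cells were stimulated with carbachol for 30 min at 37C, with lithium (50 mM LiCl) present in the buffer.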
ALOX15B inhib = inhibitors of human 15-lipoxygenase 2 (ALOX15B); O15296; purified 15hLO-2, xylenol orange hydroperoxide absorbance; Potency, µM (highest dose often 57.1 µM), without a hit: at the top dose activity change, negative = inhibition, hits mostly inhibitors; actives 0.56% (n = 110,000); AID 881; also: potency is read from the fitted curve at half-maximal effect; nearly all actives have a fitted effect of over 60% in size; many of its hits are not listed in these tables
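Purified human 15hLO-2 (50 nM) preincubated 15 min with compound, then 45 uM arachidonic acid for 90 min at RT in 25 mM Hepes pH 7.5, 0.01% Triton X-100. Hydroperoxide detected by Fe-xylenol orange; 573/405 nm absorbance ratio.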
* = called active by the depositor; [ ] = another dose, or the depositor's remark. Unless noted, calls follow the shape of the dose curve; as a rule, active = well fitted curve in the direction sought with a large enough effect; inconclusive = small, poorly fitted or top-dose-only effect, or another doubt; inactive = no such curve, though single readings can be large; an effect the other way counts as inactive or inconclusive. Unless noted, % is scaled to controls: 0 for no effect and ±100 for the full control effect. This is a subset; count on the stated rates, not on these rows.

`COc1ccc(C2C(C(=O)Nc3ccccc3OC)=C(C)Nc3ncnn32)cc1` (stereo not drawn) gave ALOX12 inhib -5%, PNC inhibitor 35, IMPase cell inh 4 and ALOX15B inhib 10%.
COc1ccc(CCC(=O)OCC(=O)c2ccc(C)cc2)cc1 was read as ALOX12 inhib -3% and PNC inhibitor inconclusive.
CCOC(=O)c1cc2occc2n1CC(=O)NCCOC was read as ALOX12 inhib 0%, PNC inhibitor 14 and IMPase cell inh 5.
For CCSc1nnc(-c2ccccc2N=Cc2c(C)[nH]n(-c3ccccc3)c2=O)c(=O)[nH]1 the results were ALOX12 inhib 0% and PNC inhibitor -19.
Screening COc1ccc(OC)c(CN2CCN(c3ccccc3OC)CC2)c1 returned ALOX12 inhib -7%, PNC inhibitor 10, IMPase cell inh 4 and ALOX15B inhib 0%.
Screening CCOc1cc(CNCCc2ccc(S(N)(=O)=O)cc2)cc(Cl)c1OCc1ccccc1 returned ALOX12 inhib -3%, PNC inhibitor inconclusive, IMPase cell inh 8 and ALOX15B inhib 60%[activator].
CC(=O)Nc1ccc(OCC(O)Cn2c3ccccc3c3ccccc32)c(C)c1 (stereo not drawn) was read as ALOX12 inhib -1%, PNC inhibitor 38, IMPase cell inh -4 and ALOX15B inhib -9%.
Screening Nc1ccc2oc3ccc(N)cc3c(=O)c2c1 returned ALOX12 inhib -3%, PNC inhibitor 27, IMPase cell inh 4 and ALOX15B inhib 1%.
CN1CCN(c2ccccc2NC(=O)COc2ccc(Br)cc2)CC1 was read as ALOX12 inhib 5%, PNC inhibitor 28, IMPase cell inh 5 and ALOX15B inhib 25%.
For Cc1cccc2cc(CN(Cc3ccc(F)cc3)C(=O)N(C)C)c3nnnn3c12 the results were ALOX12 inhib -3%, PNC inhibitor -1, IMPase cell inh 12 and ALOX15B inhib 0%.
`O=C(NC(=S)Nc1cccc(CO)c1)c1ccc(-c2ccccc2)cc1` gave ALOX12 inhib inconclusive and PNC inhibitor inconclusive.
`CCOC(=O)N1CCN(C(=O)c2ccccc2CCc2ccccc2)CC1` gave ALOX12 inhib -4%, PNC inhibitor inconclusive, IMPase cell inh 8 and ALOX15B inhib 9%[2.29 µM].
Screening O=C1CC(c2ccccc2)=Nc2ccccc2N1 returned ALOX12 inhib -1%, PNC inhibitor -10, IMPase cell inh -4 and ALOX15B inhib 2%.
Screening C/C(=C\C(=O)Nc1cc(C)on1)c1ccccc1 returned ALOX12 inhib -3%, PNC inhibitor inconclusive, IMPase cell inh 2 and ALOX15B inhib -2%.
COc1cc(C)c(S(=O)(=O)N2CCN=C2c2ccccc2)cc1C was read as ALOX12 inhib -3% and PNC inhibitor -3.
`Fc1ccccc1CSc1nc2ncccc2[nH]1` gave ALOX12 inhib 6%, PNC inhibitor 49, IMPase cell inh -2 and ALOX15B inhib 0%[2.29 µM].
Screening CCOc1ccccc1-n1nnnc1SCC(=O)NC(=O)Nc1ccc2c(c1)OCCO2 returned ALOX12 inhib -3%, PNC inhibitor 5, IMPase cell inh 4 and ALOX15B inhib inconclusive.
COc1ccc(/C=C2\SC(=O)N(CCNC(=O)CCS(=O)(=O)c3ccc(C)cc3)C2=O)cc1 was read as ALOX12 inhib -2% and PNC inhibitor 19.
`COc1cc(/C=N\Nc2cc(=O)n(C)c(=O)n2C)ccc1O` gave ALOX12 inhib -1% and PNC inhibitor 85.
COc1ccc(C)cc1-n1nnnc1SC/C(O)=C(\C#N)c1nc2ccccc2[nH]1 was read as ALOX12 inhib -3%, PNC inhibitor 26, IMPase cell inh 10 and ALOX15B inhib 12%.
Screening CC1(NC(=S)NCCO)CCS(=O)(=O)C1 (stereo not drawn) returned ALOX12 inhib 2%, PNC inhibitor inconclusive and IMPase cell inh -8.
Screening CCOC(=O)CNC(=O)CSc1nc2cccnc2n1C1CCCCC1 returned ALOX12 inhib -5%, PNC inhibitor -93*, IMPase cell inh 4 and ALOX15B inhib 2%.
NC(=O)Cn1cnc(-c2ccccc2)c1 was read as ALOX12 inhib -2%, PNC inhibitor -7, IMPase cell inh 3 and ALOX15B inhib 8%.
For COc1cc(C(=O)N2CCC(NC(=O)C(Cc3ccccc3C)NC(C)=O)CC2)cc(OC)c1OC (stereo not drawn) the results were ALOX12 inhib 4%, PNC inhibitor 20, IMPase cell inh -1 and ALOX15B inhib -6%.
S=C(NCc1ccc2[nH]c3c(c2c1)CCCC3)Nc1ccccc1 was read as ALOX12 inhib inconclusive and PNC inhibitor 17.
`COc1ccc(CNC(=O)CSc2nnc(C)s2)cc1` gave ALOX12 inhib 2%, PNC inhibitor 13, IMPase cell inh 15 and ALOX15B inhib 6%.
Screening Clc1ccc(Cn2ncc3c(N4CCOCC4)ncnc32)cc1 returned ALOX12 inhib 0%, PNC inhibitor 26, IMPase cell inh 5 and ALOX15B inhib 7%.
`CCN(CC)S(=O)(=O)c1ccc(C(=O)NCc2n[nH]c(=S)n2-c2ccccc2OC)cc1` gave ALOX12 inhib 0%, PNC inhibitor 18, IMPase cell inh 6 and ALOX15B inhib -2%.
Screening Cc1cc(C)cc(N(C(C)C(=O)NCCC2=CCCCC2)S(C)(=O)=O)c1 (stereo not drawn) returned ALOX12 inhib 2%, PNC inhibitor 13, IMPase cell inh 4 and ALOX15B inhib 0%.
Screening CC(=O)c1cc(C)ccc1OC(=O)c1ccco1 returned ALOX12 inhib 2%, PNC inhibitor -22, IMPase cell inh 10[1.84 µM] and ALOX15B inhib 1%[11.4 µM].
`Cc1cccc(N2CCN(C(=O)CCCOc3ccccc3)CC2)c1C` gave ALOX12 inhib -7%, PNC inhibitor -11, IMPase cell inh 13 and ALOX15B inhib 8%.
Screening CC(Sc1nnnn1-c1ccccc1)C(=O)Nc1ccc(Cl)cn1 (stereo not drawn) returned ALOX12 inhib -16%, PNC inhibitor 13, IMPase cell inh 4 and ALOX15B inhib -6%.
For O=[N+]([O-])c1ccc(N2CCCCC2)cc1N1CCOCC1 the results were ALOX12 inhib 3%, PNC inhibitor 2, IMPase cell inh 1 and ALOX15B inhib -10%.
C=CCSC1=N/C(=C\c2ccsc2)C(=O)S1 was read as ALOX12 inhib -16%, PNC inhibitor 35, IMPase cell inh 0 and ALOX15B inhib -15%.
For O=C(CSc1nnc(COc2ccc(Cl)cc2)o1)N1c2ccccc2CCc2ccccc21 the results were ALOX12 inhib -9%, PNC inhibitor -17, IMPase cell inh 8 and ALOX15B inhib -12%.
`COc1ccccc1C/C(N)=N/O` gave ALOX12 inhib 1% and PNC inhibitor 23.
Screening O=C1c2cccc3cccc(c23)C(=O)N1OS(=O)(=O)c1ccc(Br)cc1 returned ALOX12 inhib 1%, PNC inhibitor -27 and IMPase cell inh -7.
Screening COCCn1c(=O)[nH]c2cc(C(=O)NC3CCCCCC3)ccc2c1=O returned ALOX12 inhib 1%, PNC inhibitor -17, IMPase cell inh -5 and ALOX15B inhib 3%.
Screening COc1cccc(C2C3=C(N=c4s/c(=C\c5ccc(O)cc5)c(=O)n42)c2ccccc2CC3)c1OC (stereo not drawn) returned ALOX12 inhib -2%, PNC inhibitor inconclusive and IMPase cell inh 7.
`NC1=NC2(CCCCC2)n2c(nc3ccccc32)N1` gave ALOX12 inhib -4%, PNC inhibitor 0, IMPase cell inh 16 and ALOX15B inhib 31%[activator].
COc1ccccc1NC(=O)c1oc2ccccc2c1NC(=O)c1ccco1 was read as ALOX12 inhib 5%, PNC inhibitor inconclusive, IMPase cell inh 3 and ALOX15B inhib 4%.
For O=C(CSc1nc2ccc([N+](=O)[O-])cc2[nH]1)NC1CCCCC1 the results were ALOX12 inhib -7%, PNC inhibitor 59, IMPase cell inh 4 and ALOX15B inhib 18%.
For O=C(Cc1ccc(Cl)cc1)Nc1ccc(N2CCCC2)cc1 the results were ALOX12 inhib -7%, PNC inhibitor 24, IMPase cell inh -14 and ALOX15B inhib -8%.
CCN1C(=O)c2cccc3c(S(=O)(=O)Nc4ccncc4)ccc1c23 was read as ALOX12 inhib -3%, PNC inhibitor 14, IMPase cell inh -1 and ALOX15B inhib -5%.
`N#C/C(=N\Nc1ccccc1)C(=N)N1CCOCC1` gave ALOX12 inhib -9%, PNC inhibitor -18 and IMPase cell inh 0.
CCC[C@@H]1C[C@@]1(CCC)C(NC(=O)c1ccco1)c1ccc(Cl)cc1 (stereo partly drawn) was read as ALOX12 inhib -6% and ALOX15B inhib 0%.
CCOC(=O)CSC1=C(C#N)C(c2ccc(F)cc2)C(C(C)=O)=C(C)N1 (stereo not drawn) was read as ALOX12 inhib -18%, PNC inhibitor -16, IMPase cell inh -3 and ALOX15B inhib -3%.
Screening Brc1ccc2c(c1)C(c1cccs1)=NNC(c1cccnc1)=N2 returned ALOX12 inhib -9%, PNC inhibitor -6, IMPase cell inh inconclusive and ALOX15B inhib -3%.
For COc1ccc(S(=O)(=O)N2CCN(C(=O)c3cccs3)CC2)cc1 the results were ALOX12 inhib -6%, PNC inhibitor 31, IMPase cell inh -2 and ALOX15B inhib -9%.
For COc1ccccc1OCCCCOc1ccccc1C(C)=O the results were ALOX12 inhib -1% and PNC inhibitor -10.
Screening O=C(NC(Cc1ccccc1)C(=O)Oc1ccc2c(C(F)(F)F)cc(=O)oc2c1)OCc1ccccc1 (stereo not drawn) returned ALOX12 inhib 1% and PNC inhibitor -3.
Screening COc1ccc(C(C(O)C(=O)c2c[nH]c3ccccc23)N2CCN(c3ccc(OC)cc3)CC2)cc1 (stereo not drawn) returned ALOX12 inhib -2%, PNC inhibitor -16, IMPase cell inh 6 and ALOX15B inhib 11%.
`COc1cc(C(=O)NCCC(=O)NCCN2CCCCCC2)cc(OC)c1OC` gave ALOX12 inhib 2%, PNC inhibitor 20, IMPase cell inh 3 and ALOX15B inhib 5%.
Screening CC(=O)OCC(=O)[C@@]12OC3(CCCC3)OC1CC1C3CCC4=CC(=O)C=C[C@@]4(C)[C@]3(F)C(O)C[C@]12C (stereo partly drawn) returned ALOX12 inhib -2% and ALOX15B inhib -11%.
For Cc1cc(C)n(C(=O)Cc2cn3ccsc3n2)n1 the results were ALOX12 inhib -5%, PNC inhibitor 21, IMPase cell inh 3 and ALOX15B inhib 1%.
For CCOC(=O)N1CCN(CCC(=O)Nc2cc([N+](=O)[O-])ccc2OC)CC1 the results were ALOX12 inhib 2% and PNC inhibitor -28.
For CCOc1ccc([N+](=O)[O-])c(N)c1 the results were ALOX12 inhib -4% and PNC inhibitor -19.
Screening Cc1cc2cc(CNS(=O)(=O)c3ccc4ccccc4c3)ccc2n1C returned ALOX12 inhib 3%, PNC inhibitor -102*, IMPase cell inh -15 and ALOX15B inhib -8%.
CSc1nnc(-c2cc3ccccc3cc2O)n1C was read as ALOX12 inhib -7%, PNC inhibitor 30, IMPase cell inh 7 and ALOX15B inhib -10%.
For Nn1c(CSc2nc3ccccc3o2)nnc1CSc1nc2ccccc2o1 the results were ALOX12 inhib -4%, PNC inhibitor -28, IMPase cell inh -3 and ALOX15B inhib -1%.
Screening O=S(=O)(c1cccc(-c2nnc(SCc3ccc(Cl)cc3)o2)c1)N1CCCCC1 returned ALOX12 inhib 1%, PNC inhibitor -8, IMPase cell inh 3 and ALOX15B inhib -3%.

Of the compounds above, these have a nitro group on carbon.
For O=[N+]([O-])c1ccc(N2CCCCC2)cc1N1CCOCC1 the results were ALOX12 inhib 3%, PNC inhibitor 2, IMPase cell inh 1 and ALOX15B inhib -10%.
For O=C(CSc1nc2ccc([N+](=O)[O-])cc2[nH]1)NC1CCCCC1 the results were ALOX12 inhib -7%, PNC inhibitor 59, IMPase cell inh 4 and ALOX15B inhib 18%.
For CCOC(=O)N1CCN(CCC(=O)Nc2cc([N+](=O)[O-])ccc2OC)CC1 the results were ALOX12 inhib 2% and PNC inhibitor -28.
For CCOc1ccc([N+](=O)[O-])c(N)c1 the results were ALOX12 inhib -4% and PNC inhibitor -19.
